Bcl-B displacement – displacers of TR3 peptide from Bcl-B, primary screen, selectivity assay for Bfl-1 inhibitor project, biochemical, fluorescence polarization; FP displacement of FITC-TR3 peptide from Bcl-B; higher % means a stronger effect; displacement, % at 20 µM; hits with a dose series show IC50 in µM; 0.11% of 96,000 active; AID 748;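 active = displacement above 50% at 20 µM plus a fluorescence interference ratio under 1.5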;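 note: plate controls were wells without compound for no effect and wells lacking Bcl-B protein for full effect; a part of the inactive calls stands beside numbers as strong as those of hits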
IL1B NFkB inh – blocks IL-1B driven NFkB nuclear translocation in HUVEC cells | HUVEC IL-1B NFkB p65 nuclear translocation imaging | inhibition, % at 2 µM | 0.43% of 94,000 active;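 active = inhibition above about 30% together with a positive call from visual inspection of the well image, limit read from the data; inconclusive = inhibition above a set limit but visual check negative; inactive = inhibition not above a set limit, visual check negative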;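 note: nuclear over cytoplasmic p65 intensity ratio measured by imaging; 0% = IL-1B stimulated DMSO wells and 100% = unstimulated DMSO wells; values of inactives mirror those of a sister screen read the other way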
IL1B NFkB pot – enhances IL-1B driven NFkB nuclear translocation. HUVEC IL-1B NFkB p65 nuclear translocation imaging. 0.3% of 94,000 active. activation, % at 2 µM;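 active = activation above 40%, about the mean plus 3 SD, also judged a hit on visual image review; inconclusive = activation above 40% but not a hit on visual review; inactive = activation not above 40% and no visual hit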;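 note: percent activation is computed from the nuclear over cytoplasmic p65 intensity ratio; values of inactives mirror those of a sister screen read the other way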
PLAP inhibitors HTS – inhibition of human placental alkaline phosphatase – biochemical, luminescence, HTS (AID 690); purified PLAP, luminescent substrate; higher % means a stronger effect; inhibition, % at 20 µM; hits with a dose series show IC50 in µM; 0.08% of 96,000 active; in the data active = a potency from the dose series; inactive = the rest, 99 in 100 with inhibition below about 30%; note: strong numbers were not always called active
MRP reversal – reverses drug resistance mediated by MRP. H69AR cells + 2 uM doxorubicin, CellTiter-Glo, 72 h. AID 602. 0.04% of 85,000 active. differential viability (reversal), % at 10 µM;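 active = viability drop by adding the cancer drug above about 55%, with treated viability meeting a 40% cutoff, limit read from the data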;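 note: viability without doxorubicin minus viability with 2 µM doxorubicin for each compound; larger differential means the compound sensitizes cells more to doxorubicin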
MRP reversal cytotoxicity – further read-out of MRP reversal, marked with its call; viability, %; H69AR cells, CellTiter-Glo, 72 h; measured here: cytotoxicity without doxorubicin
MRP reversal with doxorubicin – second read-out of MRP reversal, no call of its own (marks repeat the call); viability, %; measured here: viability with 2 uM doxorubicin; active compounds read low
IL1B NFkB inh cell count 2 µM – second read-out of IL1B NFkB inh, no call of its own (marks repeat the call); cell count; measured here: cells passing quality filter;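 raw number of nuclei counted in each imaged well without normalization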
IL1B NFkB pot cell count 2 µM – also measured in IL1B NFkB pot; calls as there; cell count; measured here: cells passing quality filter
* = called active by the depositor; ? = inconclusive; . = not tested or not shown.

Values in the order – Bcl-B displacement	IL1B NFkB inh	IL1B NFkB inh cell count 2 µM	IL1B NFkB pot	IL1B NFkB pot cell count 2 µM	PLAP inhibitors HTS	MRP reversal	MRP reversal cytotoxicity	MRP reversal with doxorubicin
COc1ccc(S(=O)(=O)N2CCC(C(=O)N3CCCCC3)CC2)cc1Cl
→ 10%	-10	106	10	106	-79%	-8	101	109
CCOc1ccccc1Nc1nc(-c2sc(NC(=O)c3cccc(Cl)c3)nc2C)cs1
→ -6%	10	116	-10	116	-3%	.	.	.
O=C(CSc1nc2ccccc2o1)NCCOc1ccccc1
→ -2%	-16	119	16	119	4%	0	94	94
COCCn1c(SCC(=O)Nc2nc3ccccc3s2)nnc1-c1ccoc1C
→ .	-4	146	4	146	.	-5	68	73
COc1ccccc1NC(=O)c1sc2ncn(Cc3cccc(C)c3)c(=O)c2c1C
→ -31%	0	129	-1	129	12%	.	.	.
Cc1nc(N2CCCC2C(=O)O)c2oc3ccccc3c2n1 (centres undefined)
→ -6%	-5	108	5	108	7%	-1	90	91
CC(=O)Oc1ccc2c(C)cc(=O)[nH]c2c1
→ 2%	.	.	.	.	8%	4	101	98
COCCn1c(-c2cc(OC)c(OC)c(OC)c2)nc2oc3ccccc3c(=O)c2c1=O
→ -9%	.	.	.	.	-44%	-4	81	84
COc1cccc(Nc2nc(=O)[nH]nc2C)c1
→ -1%	18	26	-18	26	23%	-10	84	95
Cc1ccc(OCCCC(=O)Nc2ccc(S(=O)(=O)Nc3cc(C)on3)cc2)cc1
→ 5%	.	.	.	.	-73%	8	91	83
COC(=O)c1[nH]c2cccc(OC)c2c1NC(=O)CCN1CCN(c2ccccc2F)CC1
→ 0%	7	118	-7	118	-49%	-6	82	88
CCOC(=O)c1ccc(N2CSC3=C(C#N)C(c4cccs4)CC(=O)N3C2)cc1 (centres undefined)
→ -35%	8	152	-8	152	-14%	6	100	94
Cc1ccc(S(=O)(=O)N2CCCC(c3nc(-c4ccc(C)o4)no3)C2)cc1 (centres undefined)
→ 10%	-1	34	1	34	-64%	17	102	85
CC(C)c1cc(C(=O)Nc2cccc(Cl)c2)no1
→ 4%	0	182	0	182	-4%	-3	94	97
CC(=O)c1ccc(S(=O)(=O)N(Cc2cc3cc4c(cc3[nH]c2=O)OCCO4)CC2CCCO2)cc1 (centres undefined)
→ -6%	.	.	.	.	9%	-4	75	79
CCn1c(SCC(=O)N2CCN(c3cccc(Cl)c3)CC2)nc2ccccc2c1=O
→ .	0	165	0	165	.	6	76	70
Cc1cc2nnc(SCCCCN3C(=O)c4ccccc4C3=O)n2c2ccccc12
→ 0%	4	134	-4	134	-22%	.	.	.
Cc1cc(=O)[nH]c(N2CCN(C(c3ccccc3)c3ccccc3)CC2)n1
→ -10%	-27	152	27	152	-10%	8	97	89
C=CCn1c(SCc2nc(N)nc(N(C)C)n2)nnc1-c1cccnc1
→ -2%	-28	111	28	111	-15%	4	91	86
O=C(NC(Cc1ccccc1)c1ccc2c(c1)OCCCO2)c1ccccc1F (centres undefined)
→ -8%	9	156	-9	156	-34%	.	.	.
Cc1ccc(NCCC(=O)c2ccc(Br)cc2)cc1
→ 8%	6	119	-6	119	-25%	.	.	.
O=C(NCCCn1ccnc1)c1cc(C(=O)C2CC2)c[nH]1
→ 4%	0	114	0	114	14%	.	.	.
O=C(Cn1c(=O)sc2ccccc21)Nc1ccccc1
→ -6%	-41	75	?	.	19%	-1	97	97
CO/N=C(\Cn1ncc(N2CCCC2)c(Cl)c1=O)c1ccc(Cl)cc1
→ -9%	-1	65	1	65	-19%	-15	53	69
CCCOc1ccc2ccccc2c1/C=N/n1c(C)nnc1-n1nc(C)cc1C
→ -4%	4	177	-4	177	-62%	-40	24	64
C=CCOc1nc2c(c(=O)n(C)c(=O)n2C)n1Cc1c(Cl)cccc1Cl
→ -7%	-4	142	4	142	4%	.	.	.
COc1ccccc1-c1cc(C(=O)NCCCn2ccnc2)no1
→ 4%	-5	187	5	187	-24%	12	97	85
CC(C)Cn1cnc2sc3c(c2c1=N)CCCC3
→ 9%	4	136	-4	136	-2%	6	87	81
CCOc1ccccc1NC(=O)C1CCN(C(=O)NCc2ccccc2)CC1
→ .	-10	92	10	92	.	8	87	78
COc1ccc(N2CCN(c3ncnc4c3[nH]c3ccccc34)CC2)cc1
→ -10%	-2	61	2	61	4%	11	61	50
CCOc1cc(/C=N/O)cc(Br)c1OCc1ccc(Cl)cc1
→ 3%	6	152	-6	152	-16%	.	.	.
Cn1c(SCC(=O)N2CCOCC2)nnc1-c1cccc(NC(=O)c2ccccc2F)c1
→ 3%	-20	174	20	174	9%	19	104	85
CC(=O)NS(=O)(=O)c1ccc(NC(=S)NC(=O)c2ccco2)cc1
→ -4%	15	162	-15	162	7%	.	.	.
CCOC(=O)/C(C#N)=C/c1cc(C)n(-c2ccc(Br)cc2)c1C
→ -37%	-7	171	7	171	9%	5	93	88
CCCc1cc(C(=O)NCc2cccs2)no1
→ -10%	4	52	-3	52	19%	6	101	95
N#Cc1nc(-c2ccco2)oc1N1CCN(c2cccc(Cl)c2)CC1
→ -15%	.	.	.	.	4%	2	83	82
Clc1ccc(N2CCN(c3ncnc4c3oc3ccccc34)CC2)cc1
→ -17%	.	.	.	.	16%	-24	65	89
CC(Sc1ccccc1)C(=O)Nc1ccccc1C(=O)N1CCOCC1 (centres undefined)
→ -7%	-12	104	12	104	1%	.	.	.
COc1ccc(-c2cnc(SCC(=O)Nc3nc(C(C)(C)C)cs3)n2Cc2ccco2)cc1
→ .	22	129	-22	129	.	-5	57	62
CSc1ccccc1NC(=O)c1cnc2n(c1=O)CCS2
→ -2%	-19	77	19	77	5%	10	90	80
CCOCCCn1c(SCC(=O)NC(C)(C)C)nc2ccccc2c1=O
→ -3%	0	212	0	212	-12%	-7	82	90
CCC(C)Sc1nnc(Cc2cc(=O)[nH]c(=O)[nH]2)n1-c1ccc(F)cc1 (centres undefined)
→ 10%	.	.	.	.	-58%	14	96	81
CC(C)Cn1c(N)c(C(=O)COC(=O)c2cc(-c3ccco3)nc3ccccc23)c(=O)n(C)c1=O
→ 0%	-13	75	13	75	-54%	2	50	48
Cc1ccc2cc(CN(CC3CCCO3)S(=O)(=O)c3ccc4c(c3)OCCO4)c(=O)[nH]c2c1C (centres undefined)
→ .	-18	153	18	153	.	-5	88	93
O=C(Cc1sc(-c2ccccc2Cl)nc1-c1ccccc1)Nc1ccc(F)cc1
→ -9%	-9	170	10	74	-28%	-11	11	22
COc1ccc(CS(=O)(=O)/C(Cl)=C(/Cl)C(=O)Nc2ccc(OC)nc2)cc1
→ -6%	.	.	.	.	19%	0	0	0
OCC12COC(c3ccccc3)N1C(c1ccccc1)OC2 (centres undefined)
→ 4%	-2	168	2	168	8%	3	103	100
CCN(CC)CC#CC(C)(C)OC(C)=O
→ .	2	114	-2	114	.	.	.	.
CCC(Sc1nc2n[nH]c(C)c2c(=N)n1-c1ccc(C)c(Cl)c1)C(=O)N1CCOCC1 (centres undefined)
→ 2%	.	.	.	.	-8%	-4	26	29
CCOC(=O)CSc1nc2c(sc(=S)n2Cc2ccco2)c(=O)n1-c1ccc(F)cc1
→ -1%	22	102	-22	102	0%	7	99	92
O=C(NCc1ccc(N2CCCC2=O)cc1)NC1CCCCC1
→ -12%	10	88	-10	88	-2%	-1	92	94
Cc1c(C#N)c(N=CN(C)C)c(C(=O)c2ccccc2)n1-c1ccccc1
→ 2%	1	138	-1	138	-17%	.	.	.
CCOC(=O)c1cc2c(ccn2C)n1CC(=O)N1CCC(Cc2ccccc2)CC1
→ 46%	.	.	.	.	-71%	-7	71	78
COc1cccc(NC(=O)COc2ccc(C)cc2)c1
→ .	8	77	-8	77	.	-7	82	88
CCCN(CCC)CCCNS(=O)(=O)c1ccc2c(c1)oc(=O)n2C
→ 4%	-10	124	10	124	6%	-5	96	101
CCN(CCC(=O)Nc1ccc(Br)c(C)c1)Cc1ccccc1
→ -2%	50*	155*	-50	155	-56%	-1	51	52
Cc1nc2ccccc2cc1OCc1ccc(F)cc1
→ 0%	.	.	.	.	13%	.	.	.
O=C(Cc1cccc2ccccc12)Nc1ccc(-c2cc3ccccc3oc2=O)cc1
→ -3%	1	116	-1	116	13%	.	.	.
Cc1ccc(-c2cc(C)nc3nc(N)nn23)cc1
→ 0%	0	140	0	140	13%	7	92	85
O=C(Nc1cccnc1)Nc1ccccc1Cl
→ -6%	6	149	-6	149	-33%	9	99	91

Following part:
Values in the order – Bcl-B displacement	IL1B NFkB inh	IL1B NFkB inh cell count 2 µM	IL1B NFkB pot	IL1B NFkB pot cell count 2 µM	PLAP inhibitors HTS	MRP reversal	MRP reversal cytotoxicity	MRP reversal with doxorubicin
CCCCN(CC)C(=O)c1n[nH]c(=O)c2ccccc12
→ -4%	0	99	0	99	-2%	17	101	84
Cc1c(Cc2ccc3c(c2)OCO3)sc(NC(=O)C(C)(C)C)c1C#N
→ 4%	-4	93	4	93	6%	-24	38	63
CCC(CC)C(=O)Nc1cc(C(=O)NCCc2ccccc2)ccc1Cl
→ 1%	-2	133	2	133	-2%	.	.	.
Cc1ccc2nc(-c3ccccc3)cn2c1
→ -6%	-8	171	8	171	8%	-2	52	54
COC(=O)c1ccc(NC(=O)c2ccc(C)cc2)o1
→ 3%	-12	181	13	181	-9%	.	.	.
Cc1ccccc1N(CC(=O)N/N=C/c1ccc(F)cc1)C(=O)c1ccccc1
→ 4%	-4	159	4	159	-68%	.	.	.
CN1CCN(C(=O)Nc2cccc3ccccc23)CC1
→ -2%	-22	142	22	142	3%	9	89	80
O=C(Nc1nc(-c2ccccn2)cs1)c1ccc(Cl)s1
→ -10%	.	.	.	.	-19%	1	3	2
Cc1ccc(OCC(=O)Nn2c(C)nc3ccccc3c2=O)c(C(C)C)c1
→ -1%	-1	168	1	168	-14%	-1	90	91
O=C1C2CCCN2C(c2ccc(F)cc2)N1c1nccs1 (centres undefined)
→ -9%	0	150	0	150	-65%	-6	84	90
CCOC(=O)c1sc(N(Cc2ccccc2)C(=O)CSc2ncn[nH]2)nc1C
→ -17%	6	173	-6	173	-81%	-10	69	79
COc1cc(C2CC(=O)c3c([nH]c(C(=O)OCCOC(C)C)c3C)C2)cc(OC)c1OC (centres undefined)
→ -2%	2	62	-2	62	-34%	.	.	.
Cc1cc(NC(=O)c2cc(-c3ccc(C)s3)nc3ccccc23)no1
→ -11%	6	168	-6	168	0%	-8	78	86
O=C1Nc2ccccc2C1(O)Cc1ccncc1 (centres undefined)
→ -6%	-12	145	12	145	4%	-10	86	96
COc1cccc2sc(N(C)c3ccccc3)nc12
→ -4%	-13	206	13	206	-8%	16	96	81
Cc1oc(-c2cccs2)nc1CSCC(=O)NC1CC1
→ -2%	.	.	.	.	12%	-17	87	104
O=C(O)CCC(=O)NCc1ccc(F)cc1
→ 6%	-3	181	3	181	5%	11	92	80
COC(=O)C1=CN(CC2CCCO2)C=C(C(=O)OC)C1c1ccsc1 (centres undefined)
→ -2%	.	.	.	.	-80%	22	48	26
CC(=O)Nc1ccc(NS(=O)(=O)c2ccc(Cl)c(C(=O)O)c2)cc1
→ -3%	-4	166	4	166	-5%	4	101	97
Clc1cccc(Oc2cnns2)c1Cl
→ -8%	-15	190	15	190	-2%	8	90	82
Cc1cc2c3c(c1)C1(SCC(=O)N1c1ccc(F)cc1)C(=O)N3C(C)(C)CC2C (centres undefined)
→ -4%	34*	69*	-34	69	-70%	3	96	93
Cc1ccccc1Cc1c(C)nc2c(C(=O)NCc3ccco3)cnn2c1C
→ -27%	-6	141	6	141	-32%	-6	40	46
Cn1cc([N+](=O)[O-])c(C(=O)Nc2ccc(Br)cn2)n1
→ -6%	-5	194	5	194	18%	.	.	.
CC(C)(C)n1nnnc1C(c1cccs1)N1CCN(Cc2ccccc2)CC1 (centres undefined)
→ -7%	-9	145	9	145	-36%	22	101	79

Compound activity from PubChem BioAssay.

Some of the compounds tested. The share of hits here may be higher or lower than overall.
